FEN1 inhibitor = qHTS Assay for the Inhibitors of Human Flap endonuclease 1 (FEN1); AID 588795, 2011; 0.35% of 390,000 active; Recombinant FEN1 flap cleavage, fluorescence, 15 min; P39748; Potency, µM (highest dose often 114 µM), inactives show top-dose activity change, negative = inhibition, actives largely listed as inhibitors; also: nearly all actives have a fitted effect of over 65% in size
Target sequence (P39748 whole entry, looked up): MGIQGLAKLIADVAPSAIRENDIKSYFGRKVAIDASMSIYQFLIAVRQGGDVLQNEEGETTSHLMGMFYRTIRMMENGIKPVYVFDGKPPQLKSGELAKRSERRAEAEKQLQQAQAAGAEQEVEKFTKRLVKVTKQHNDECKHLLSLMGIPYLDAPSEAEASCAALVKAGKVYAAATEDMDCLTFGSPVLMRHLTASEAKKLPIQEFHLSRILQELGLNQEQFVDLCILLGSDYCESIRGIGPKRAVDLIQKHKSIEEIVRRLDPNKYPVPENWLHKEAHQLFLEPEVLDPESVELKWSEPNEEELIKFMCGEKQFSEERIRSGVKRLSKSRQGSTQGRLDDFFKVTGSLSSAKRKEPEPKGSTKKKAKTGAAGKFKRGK
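Enzyme 10 nM, 15 min RT preincubation with compound; start with substrate 50 nM final; reads at 0 and 15 min; qHTS titration, four-parameter Hill fit.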
TDP1 cell CPT = qHTS for Inhibitors of human tyrosyl-DNA phosphodiesterase 1 (TDP1): qHTS in cells in presence of CPT | chicken DT40 Tdp1-/-;hTDP1 cells + 20 nM CPT, ATP luminescence, 48 h | Potency, µM (highest dose often 46.2 µM), for the others: at the top dose activity change, negative = growth inhibition, most hits filed as inhibitors | 12% of 420,000 active | AID 686979, 2013; also: nearly all actives have a fitted effect of over 55% in size
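Cell growth measured by CellTiter-Glo luminescence after a minimum 48 h, 37 C compound exposure with 20 nM CPT in Tdp1-knockout DT40 cells stably expressing hTDP1, seeded 400/well; qHTS titration format.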
KAT2A inh = qHTS Assay for Inhibitors of GCN5L2; GCN5L2 HAT assay, ThioGlo1 CoA-SH fluorescence; Potency, µM (highest dose often 58.9 µM), inactives show at the highest dose activity change, negative = inhibition, actives largely listed as inhibitors; 0.21% of 390,000 active; AID 504327, 2011
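ThioGlo1-coupled HAT assay: 20nM GCN5L2, 70uM acetyl-CoA, 75uM H3(1-25) peptide, pH 7.5. Fluorescence read at 340/540nm at start and after 20 min at room temperature.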
* = called active by the depositor; ? = inconclusive; / = not tested or not shown; & = joins results of further samples; [ ] = dose if it differs, or a comment. Calls follow the shape of the dose curve; as a rule, active = well fitted curve in the direction sought with a large enough effect; inconclusive = small, poorly fitted or top-dose-only effect, or another doubt; inactive = no such curve, though single readings can be large; an effect the other way counts as inactive or inconclusive. % is scaled to controls: 0 for no effect and ±100 for the full control effect; potency is read from the fitted curve at half-maximal effect. Some of the compounds tested; count on the stated rates, not on these rows.

Values run as follows: FEN1 inhibitor, TDP1 cell CPT, KAT2A inh
COc1ccc(NC(=O)CC(NCc2ccccn2)C(=O)O)cc1 (stereo unspecified)
  -8%, 19%, -10%
O=C(CC1C(=O)N(c2ccccc2)C(=S)N1c1ccccc1)c1ccccc1 (stereo unspecified)
  -1%, ?, -9%
Cc1ccc(S(=O)(=O)ON2C(=O)c3ccccc3C2=O)c(C)c1
  ?, 0.82µM*, -2%
O=C(NC1CCCCC1)Oc1cccc2ccccc12
  -1%, ?, -8%
O=C(CSc1ccc(Cl)cc1)N/N=C/c1cccnc1
  5%, 5%, -12%
COC(C(=O)Nc1ccc(Br)cc1F)c1ccccc1 (stereo unspecified)
  12%, 4%, -2%
O=C1CSCN1c1cc(Cl)ccc1Cl
  0%, 11%, 2%
NC(=NC(=O)c1ccccc1)N1CCN(C(c2ccccc2)c2ccccc2)CC1
  -6%, 21µM*, -27%
CCN(C(=O)Cn1c(=O)oc2cc(S(=O)(=O)N3CCCC3)ccc21)c1cccc(C)c1
  14%, ?, -11%
Cc1ccc(NC(=O)NC2CCCN2S(=O)(=O)c2ccc(Cl)cc2)cc1 (stereo unspecified)
  -6%, -4%, 3%
O=C(N/N=C/c1ccccc1O)/C(=C/c1ccccc1)CCO
  -2%, 3.3µM*, -2%
COc1ccc(N(C(=O)Cn2nnc3ccccc32)C(C(=O)NCc2ccco2)c2ccncc2)cc1 (stereo unspecified)
  6%, -6%, -2%
Cn1c(=O)cnc2cnc(Oc3ccccc3)nc21
  /, 2%, -5%
Cn1c(CN2CCN(C(=O)c3ccccc3Cl)CC2)nc2cc([N+](=O)[O-])ccc21
  1%, 6%, 2%
Cc1c(CC(=O)O)c(=O)oc2c(C)c(OCc3nn[nH]n3)ccc12
  0%, 0%, -12%
CCN(CC)S(=O)(=O)c1cccc(C(=O)OCC(=O)NCCN2C(=O)CSC2=O)c1
  3%, 0%, -5%
Cc1ccc(CNC(=O)CCC2CCCN(Cc3cc4ccccc4o3)C2)o1 (stereo unspecified)
  9%, ?, 27%
CC(=O)CC(=O)Nc1ccccc1NC(C)=O
  0%, 6%, -6%
O=[N+]([O-])c1ccc(CSc2nnc(Cc3ccccc3)o2)cc1
  -16%, -20%, 3%
CCOC(=O)CSc1n[nH]c(NC(=O)c2cccc(C)c2)n1
  -9%, -7%, -3%
C=CCNC(=O)COC(=O)CCC(=O)c1cccs1
  0%, -5%, -21%
COC(=O)c1ccc(Nc2ncnc3c2cnn3C)cc1
  2%, -12%, -5%
CCCC(=O)Nc1c2c(nc3ccccc13)N(c1ccccc1)CC2
  4%, ?, -3%
COc1ccc(C(=O)C(CN2CCOCC2)c2ccccc2)cc1 (stereo unspecified)
  -5%, 2.9µM*, 0%
CCCNC(=O)c1ccccc1NC(=O)CN(c1ccccc1)S(=O)(=O)N(C)C
  13%, 0%, -1%
CN(CC(=O)Nc1ccc(N2CCOCC2)cc1)C(=O)c1cc2c(s1)CCCC2
  4%, -9%, -1%
NC(=O)C1=C[C@@H](c2ccc3c(c2)OCO3)C[C@@H](OCCCCO)O1
  -15%, 21%, /
Cc1cc(C(C)(C)C)cc(S(=O)(=O)NCCO)c1C
  16%, -28%, -1%
C=CCn1c(-c2ccc(OC)cc2)csc1=Nc1c(C)n(C)n(-c2ccccc2)c1=O
  -11%, 21µM*, 0%[0.501 µM]
COc1ccc(NC(=O)c2cc3cccc(OC)c3oc2=Nc2ccc(C(=O)O)cc2)cc1OC
  -30%, 9.2µM*, -2%
COC(=O)COc1ccc(S(=O)(=O)NCc2ccncc2)cc1
  22%, 4.1µM*, -25%
COc1ccccc1C1OC(c2cccc([N+](=O)[O-])c2)=NN1C(C)=O (stereo unspecified)
  -1%, 2%, 4%
COc1ccc(-n2c(=O)c3ccccc3n(CC(=O)NC3CCCCC3)c2=O)cc1
  -1%, -4%, -14%
CCOC(=O)N1CCN(C(=O)c2ccc3c(c2)NC(=O)/C(=C\c2cccc(C)c2)S3)CC1
  1%, ?, -12%
Cc1ccc(CC(=O)NC2CCSC2=O)cc1 (stereo unspecified)
  -14%, 1%, -7%
CCN(CC)CCNC(=O)Cn1cnc2sc(C)c(S(=O)(=O)N3CCC(C)CC3)c2c1=O
  0%&-1%, -3%&-6%, 0%&2%
COC(=O)c1ccc(C2C(C(=O)Nc3ccc(C)cc3C)=C(C)Nc3ncnn32)cc1 (stereo unspecified)
  -15%, -25%, -5%
COc1ccc(CCNC(=O)CCn2c(=O)c3cccn3c3ccc(F)cc32)cc1OC
  -3%, ?, -4%
CCN(CC)CC(=O)Nc1ccc(Oc2ccc(NC(=O)CN(CC)CC)cc2)cc1
  -13%, 1%, -2%
CSC1=C(C#N)C(c2ccc(Cl)cc2)C2=C(CC(C)(C)CC2=O)N1 (stereo unspecified)
  9%, 0.92µM*, 0%
CCc1ccccc1NC(=O)c1cc(S(=O)(=O)N2CCCc3ccccc32)ccc1F
  -1%, 16µM*, 0%
NS(=O)(=O)c1ccc(CCNC(=O)C2COc3ccccc3C2)cc1 (stereo unspecified)
  5%, 0%, 0%
NC(=O)CC[C@@H]1NC(=O)[C@@H]2CCCN2C(=O)c2cc([N+](=O)[O-])cc(I)c2NCCC[C@@H](C(N)=O)NC1=O
  -2%, 0%, -3%
CCCCN(CC)C(=O)c1c[nH]c2ccc(S(=O)(=O)Nc3cccc(OC)c3)cc2c1=O
  -18%, -16%, -1%
COCCN1C(=O)N(c2ccc(OC)cc2)C(=O)C1CC(=O)Nc1cccc(F)c1 (stereo unspecified)
  0%, -9%, -17%
CCc1cccc(NS(=O)(=O)c2ccc3c(c2)NC(=O)CO3)c1
  13%, ?, -6%
COc1ccc(-c2c(-c3cc(OC)cc(OC)c3)n(C)c3ccc(-c4ccn[nH]4)cc23)cc1
  -20%, ?, -20%
Cc1ccc(CNC(=O)CSc2nc3ccsc3c(=O)n2Cc2ccccc2F)cc1
  -3%, -22%, -13%
CN(c1ccc(OCC(=O)Nc2ccc(S(N)(=O)=O)cc2)cc1)S(=O)(=O)c1ccc(F)cc1
  -8%, ?, /
O=C(CC12CC3CC(CC(Br)(C3)C1)C2)OCCN1CCCCC1
  1%, 0%, -3%
CCn1cc(C(=O)N2CCN(c3ccccc3OC)CC2)c(=O)c2cc(S(=O)(=O)N3CCCCC3)ccc21
  19%, -8%, -6%
Cc1ccc(OCCN2C(=O)C(=O)c3cc(C)ccc32)cc1
  -20%, 0.92µM*, -2%
C[C@@H]1CC=C[C@H]2[C@H]1C(=O)N(Cc1ccccc1)[C@H]2c1ccc(F)c(/C=C/c2ccccc2)c1
  10%, 8.2µM*, 2%
Cc1cc(-c2ccccc2)oc(=O)c1NC(=O)c1ccccc1
  -2%, -25%, -12%
CNC(=S)Nc1ccc(OC(F)(F)F)cc1
  22%, -2%, -2%
Cc1cc(Br)cc(C=Nc2ccc(N3CCOCC3)cc2)c1O
  -9%, 12%, /
Cc1ccc(NC2CCCN(C(=O)c3ccccn3)C2)cc1C (stereo unspecified)
  19%, -2%, 2%
Cc1ccc(NC(=O)C2=CN3CCS(=O)(=O)N=C3C=C2)cc1
  9%, 16%, -7%
Cc1[nH]cnc1CN1CCc2c(c3ccccc3n2C)C1=O
  ?, -6%&-13%, -3%
CCOC(=O)C1(C(=O)OCC)NC(=O)CC1C (stereo unspecified)
  -9%, 2%, /

(more compounds)
Values run as follows: FEN1 inhibitor, TDP1 cell CPT, KAT2A inh
Cc1ccc(CSCC(=O)N/N=C/c2cccc(OC3CSC3)c2)cc1
  -7%, -24%, 1%
CCC(CO)Oc1cc(NCc2ccccn2)c2ncn(C(C)C)c2c1 (stereo unspecified)
  -6%, -21%, 1%
O=S(=O)(NCCCCCNS(=O)(=O)c1ccc(F)cc1)c1ccc(F)cc1
  3%, 11µM*, -11%
Cc1ccc[n+](CC(=O)N2CCCc3ccccc32)c1
  0%, -7%, -8%
Cc1ccc(C(=O)N2CCN(CCc3ccncc3)CC2)cc1
  -2%, 7%, -20%
CCN(CC)S(=O)(=O)c1cccc(NC(=O)C(=O)c2c(-c3ccccc3)cc3ccccn23)c1
  2%, ?, 0%
CCn1nc([N+](=O)[O-])c(C(C#N)c2nc3cc(C(F)(F)F)ccc3s2)c(Cl)c1=O (stereo unspecified)
  ?, 15µM*, ?
CNC(=S)N1CCN(C(=O)C2CCCO2)CC1 (stereo unspecified)
  5%, 6%, -1%
Cc1c(C)n(Cc2ccc(F)cc2)c2ccc(C(=O)NCCN3CCOCC3)cc12
  -19%, ?, -1%
COc1ccc(CC2CC(=O)N(c3ccc(C)cc3)C2=O)cc1 (stereo unspecified)
  21%, 31%[activator], 2%
CCOC(=O)c1[nH]c2ccc(Br)cc2c1NC(=O)CCN1CCCC(C)(C)C1
  2%, ?, -3%
CCOC(=O)C1CCN(C(=O)Cn2nc(C)n3nc(-c4ccc(CC)cc4)cc3c2=O)CC1
  -18%, ?, -7%
COc1ccc(-c2cc(C(=O)Nc3cccnc3Cl)no2)cc1OC
  -1%&1%, -10%&-2%, 1%&-6%
Nc1cc(=O)n(Cc2ccccc2)c(=O)n1-c1ccc(F)cc1
  1%, -11%, 3%
CCCCNc1nc2c(S(=O)(=O)c3ccc(C)c(C)c3)nnn2c2ccsc12
  -6%, -29%, -12%
CCOC(=O)C1=C(CSc2nc3c(cc2C#N)CN(C)CC3)OC(N)=C(C#N)C1c1ccccc1 (stereo unspecified)
  -20%, ?, -11%
COc1cccc(CNC(=O)CCCN2C(=O)C(c3ccccc3)Oc3cccnc32)c1OC (stereo unspecified)
  19%, ?, -4%
CCc1ccc(NC(=S)Nc2ccc3[nH]c(=O)[nH]c3c2)cc1
  -14%, -1%, -2%
Cc1ccc(CS(=O)(=O)Cc2ccc(C(=O)NC3CCCC3)o2)cc1
  17%, -6%, -10%
Cc1ccc(N=c2ssnc2Cl)cc1
  -1%, 5.8µM*, 20µM*
OC(CN1CCN(C(c2ccccc2)c2ccccc2)CC1)c1ccc(Br)cc1 (stereo unspecified)
  -2%, 18µM*, -1%
Cc1ccc(OCC(=O)N/N=C\c2c(C)[nH]n(-c3ccccc3)c2=O)c([N+](=O)[O-])c1
  12%, 3.7µM*, -5%
CCCn1c(SCC(=O)NC(=O)Nc2ccc(C)cc2C)n[nH]c1=O
  -16%, -14%, 0%
Cc1cccc(C)c1NC(=O)c1sccc1SCC#N
  11%, 11µM*, -7%
CSc1nc2ccc(S(=O)(=O)N3CCCCC3)cc2s1
  -7%, -26%, -7%
CN(C)C(C)(C)/C=C/C(O)(c1ccccc1)c1ccccc1
  -4%, -16%, 2%
O=C(Nc1ccccn1)[C@@H]1CCC(=O)N1C(=O)OCc1ccccc1
  2%, -4%, -4%

Sorted by heavy-atom count (ascending): part of the list above.
Values run as follows: FEN1 inhibitor, TDP1 cell CPT, KAT2A inh
CCOC(=O)CSc1n[nH]c(NC(=O)c2cccc(C)c2)n1
  -9%, -7%, -3%
O=C(CC1C(=O)N(c2ccccc2)C(=S)N1c1ccccc1)c1ccccc1 (stereo unspecified)
  -1%, ?, -9%
COC(=O)c1ccc(C2C(C(=O)Nc3ccc(C)cc3C)=C(C)Nc3ncnn32)cc1 (stereo unspecified)
  -15%, -25%, -5%

Molecules shown so far with two or more sulfur atoms (ten):
Values run as follows: FEN1 inhibitor, TDP1 cell CPT, KAT2A inh
CCN(CC)S(=O)(=O)c1cccc(C(=O)OCC(=O)NCCN2C(=O)CSC2=O)c1
  3%, 0%, -5%
CCN(CC)CCNC(=O)Cn1cnc2sc(C)c(S(=O)(=O)N3CCC(C)CC3)c2c1=O
  0%&-1%, -3%&-6%, 0%&2%
Cc1ccc(CNC(=O)CSc2nc3ccsc3c(=O)n2Cc2ccccc2F)cc1
  -3%, -22%, -13%
CN(c1ccc(OCC(=O)Nc2ccc(S(N)(=O)=O)cc2)cc1)S(=O)(=O)c1ccc(F)cc1
  -8%, ?, /
Cc1ccc(CSCC(=O)N/N=C/c2cccc(OC3CSC3)c2)cc1
  -7%, -24%, 1%
O=S(=O)(NCCCCCNS(=O)(=O)c1ccc(F)cc1)c1ccc(F)cc1
  3%, 11µM*, -11%
CCCCNc1nc2c(S(=O)(=O)c3ccc(C)c(C)c3)nnn2c2ccsc12
  -6%, -29%, -12%
Cc1ccc(N=c2ssnc2Cl)cc1
  -1%, 5.8µM*, 20µM*
Cc1cccc(C)c1NC(=O)c1sccc1SCC#N
  11%, 11µM*, -7%
CSc1nc2ccc(S(=O)(=O)N3CCCCC3)cc2s1
  -7%, -26%, -7%

Source: PubChem BioAssay (National Center for Advancing Translational Sciences (NCATS))
